SSB-PriA inh: inhibitors of Klebsiella pneumoniae PriA binding to SSB C-terminal tail, primary screen, biochemical, AlphaScreen; PriA–SSB C-terminal tail interaction (Klebsiella pneumoniae); AlphaScreen SSBct-PriA binding, biotinylated peptide; inhibition, % at 33 µM; 430,000 compounds, 0.6% hits; in the data active = inhibition mostly above about 37%, no sharp cut-off; inactive = mostly below about 20%;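 also: plate controls were negative control peptide for no effect and reference peptide for full effect; strong numbers were not always called active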
Starred values were filed as active, the others as inactive; & = joins results of further samples. A portion of the library; the hit share may differ from the screen's.

How did O=C(c1cccc2ccccc12)N(Cc1ccoc1)Cc1cccs1 do in these assays?
SSB-PriA inh: 3.0

What do the screens show for `CN1C(=O)C(C)(C)COc2ccc(NS(C)(=O)=O)cc21`?
SSB-PriA inh: -15.0&-7.0

Results for CC(=O)N1CCCC(c2nnc(-c3cccs3)o2)C1 (stereo not drawn) ?
SSB-PriA inh: -17.0

What do the screens show for `O=C(Nc1ccc2c(c1)OCCO2)c1csc(Nc2ccccc2)n1`?
SSB-PriA inh: -2.0

What do the screens show for `O=C(NCCn1ccc(-c2cccs2)n1)c1ccccc1Br`?
SSB-PriA inh: -2.0

How did Cc1ccccc1C(=O)N1CCN(c2ccc(-c3ccccc3C)nn2)CC1 do in these assays?
SSB-PriA inh: 6.0

Results for Cc1nc(C)c(C(=O)NN=Cc2ccco2)s1 ?
SSB-PriA inh: -12.5

How did CCCn1c(C(=O)NCC2CCCN2c2nccs2)cc2c(=O)n(C)c(=O)n(C)c21 (stereo not drawn) do in these assays?
SSB-PriA inh: -1.0

What do the screens show for `NC1CS(=O)(=O)CC1N` (stereo not drawn)?
SSB-PriA inh: -14.0

What do the screens show for `Cc1ccc2c(c1)OCC(=O)N2Cc1nc(-c2ccc3c(c2)OCO3)no1`?
SSB-PriA inh: -11.0

How did Nc1nnc(-c2ccc3c(c2)OCO3)o1 do in these assays?
SSB-PriA inh: 20.0

How did CCNC(=S)NN=Cc1c(C)nn(-c2cccc(Cl)c2)c1Cl do in these assays?
SSB-PriA inh: -6.7

Results for Cc1onc(-c2ccccc2Cl)c1C(=O)Nc1sc2c(c1C#N)CCCC2 ?
SSB-PriA inh: -2.0

Results for O=C(NCC(O)c1cccc2ccccc12)NC(c1ccccc1)c1ccccc1 (stereo not drawn) ?
SSB-PriA inh: 0.0

Results for COCCCn1c(=C(C#N)C(N)=O)s/c(=C/c2ccc(OC(F)F)c(OC)c2)c1=O ?
SSB-PriA inh: -13.4

Results for O=C(Cc1ccc(Cl)cc1)NCC(c1cccnc1)N1CCc2ccccc2C1 (stereo not drawn) ?
SSB-PriA inh: 14.0

Results for C=CCc1c(C)c(C#N)c2nc3ccccc3n2c1NC(C)CC (stereo not drawn) ?
SSB-PriA inh: -25.0

What do the screens show for `O=C1NCCCC1=NNc1ccc(F)cc1`?
SSB-PriA inh: -7.1

How did Cc1ccc2nc(NC(=O)c3cc([N+](=O)[O-])cc([N+](=O)[O-])c3Cl)sc2c1 do in these assays?
SSB-PriA inh: 12.0

Results for N=C1S/C(=C\c2cccc([N+](=O)[O-])c2)C(=O)N1c1nccs1 ?
SSB-PriA inh: 6.0

By substructure: those above with a furan ring, fused or not
How did O=C(c1cccc2ccccc12)N(Cc1ccoc1)Cc1cccs1 do in these assays?
SSB-PriA inh: 3.0

Results for Cc1nc(C)c(C(=O)NN=Cc2ccco2)s1 ?
SSB-PriA inh: -12.5

The listing picks up, repeating the 7 entries before the break.
Results for O=C(NCC(O)c1cccc2ccccc12)NC(c1ccccc1)c1ccccc1 (stereo not drawn) ?
SSB-PriA inh: 0.0

Results for COCCCn1c(=C(C#N)C(N)=O)s/c(=C/c2ccc(OC(F)F)c(OC)c2)c1=O ?
SSB-PriA inh: -13.4

Results for O=C(Cc1ccc(Cl)cc1)NCC(c1cccnc1)N1CCc2ccccc2C1 (stereo not drawn) ?
SSB-PriA inh: 14.0

Results for C=CCc1c(C)c(C#N)c2nc3ccccc3n2c1NC(C)CC (stereo not drawn) ?
SSB-PriA inh: -25.0

What do the screens show for `O=C1NCCCC1=NNc1ccc(F)cc1`?
SSB-PriA inh: -7.1

How did Cc1ccc2nc(NC(=O)c3cc([N+](=O)[O-])cc([N+](=O)[O-])c3Cl)sc2c1 do in these assays?
SSB-PriA inh: 12.0

Results for N=C1S/C(=C\c2cccc([N+](=O)[O-])c2)C(=O)N1c1nccs1 ?
SSB-PriA inh: 6.0

Results for COc1ccc(OC)c(C=NNC(=O)c2csc3ccccc23)c1 ?
SSB-PriA inh: -8.2

What do the screens show for `Cn1cc(C(=O)NCCn2ccnc2C2CC2)nn1`?
SSB-PriA inh: -5.0

Results for CSc1sc(-c2ccccc2)c2nc(C)cc(C)[n+]12 ?
SSB-PriA inh: 10.0

What do the screens show for `O=S(=O)(c1cccnc1)N(Cc1ccsc1)CC(F)(F)F`?
SSB-PriA inh: -22.0

How did Cc1cc(C)n(CC(=O)NCCCc2ccccc2)c(=O)c1-c1nc(-c2ccc(Cl)cc2)no1 do in these assays?
SSB-PriA inh: 4.0

Results for O=C(CN1CCCCCC1)NN=Cc1cccc(Cl)c1Cl ?
SSB-PriA inh: 4.3

What do the screens show for `Cc1noc(-c2cn(CCNC(=O)c3cccnc3)nn2)n1`?
SSB-PriA inh: -4.0

Results for O=C(NCc1cccs1)C1CN(C(=O)c2ccc3c(c2)OCO3)C1 ?
SSB-PriA inh: -18.0

Results for O=S(=O)(Nc1ccc(F)cc1)c1c(F)cccc1F ?
SSB-PriA inh: -13.0

What do the screens show for `Cc1ncc(CO)c(C=NNC(=O)c2ccoc2C)c1O`?
SSB-PriA inh: 9.8

Results for C=CCN1C(=O)C(C)(C)COc2ccc(NS(=O)(=O)CC(C)C)cc21 ?
SSB-PriA inh: -10.0

How did CC(C)c1nnc(C2CCN(C(=O)c3ccc(-n4cccc4)cc3)CC2)o1 do in these assays?
SSB-PriA inh: -21.0

What do the screens show for `CC(C)c1nc(S(=O)(=O)NCC2(O)Cc3ccccc3C2)cn1C`?
SSB-PriA inh: 15.0

How did Cc1c(C(O)=C2C(=O)C(=O)N(CCN3CCOCC3)C2c2ccco2)cnn1-c1ccccc1 (stereo not drawn) do in these assays?
SSB-PriA inh: -20.8

How did Cc1cc(S(=O)(=O)NCC(c2cccn2C)N2CCc3ccccc3C2)ccc1F (stereo not drawn) do in these assays?
SSB-PriA inh: 15.0

What do the screens show for `CCCCn1c(SCc2nc(-c3ccc(OC)cc3)no2)nc2ccccc2c1=O`?
SSB-PriA inh: -3.0

How did O=C(O)CCc1csc(NC(=O)Nc2ccc(Cl)cc2)n1 do in these assays?
SSB-PriA inh: 10.0

What do the screens show for `CCCNC(=O)Cc1ccc(-n2c(=O)c3ccccc3n(CC(=O)Nc3cc(C)cc(C)c3)c2=O)cc1`?
SSB-PriA inh: -3.0

What do the screens show for `O=C(CSc1nc2ccccc2c(=O)n1CC1CCC(C(=O)NC[C@H]2CCCO2)CC1)c1ccc(Cl)cc1` (stereo partly drawn)?
SSB-PriA inh: -6.0

Results for Cc1nnsc1C(=O)Nc1nc2c(C(F)(F)F)cccc2s1 ?
SSB-PriA inh: -1.0

Results for COC(=O)c1cc(-c2ccc(OC)cc2OC)n[nH]1 ?
SSB-PriA inh: -20.0

What do the screens show for `CCOC(=O)CC1=Nc2ccccc2N=C(SCC(=O)N[C@H]2CCc3ccccc32)C1`?
SSB-PriA inh: -8.0

Results for COc1cccc2sc(Nc3nnc(-c4ccc(Cl)cc4)o3)nc12 ?
SSB-PriA inh: -23.0

What do the screens show for `CC1=CCC(C(=O)O)(C(=O)NN=Cc2cccs2)C(c2ccc(Cl)cc2)C1` (stereo not drawn)?
SSB-PriA inh: -0.6

What do the screens show for `O=C(CSc1ccccn1)NN=Cc1c[nH]c2ccccc12`?
SSB-PriA inh: -10.0

Results for CC(C)(C)c1ccc(C(=O)NC(=S)Nc2nc(-c3cccs3)cs2)cc1 ?
SSB-PriA inh: 0.0

Results for O=C(COc1ccccc1[N+](=O)[O-])N(Cc1ccccc1)Cc1ccccc1 ?
SSB-PriA inh: 17.0

How did O=S(=O)(c1cccc(Cl)c1)N1CCC(c2nnc(C(F)(F)F)o2)CC1 do in these assays?
SSB-PriA inh: -3.0

How did C=CCNC(=S)NN=Cc1ccc(C(F)(F)F)cc1 do in these assays?
SSB-PriA inh: -12.8

What do the screens show for `CC(C)S(=O)(=O)Nc1ccc2c(c1)CN(C(=O)c1cccs1)CC2`?
SSB-PriA inh: -1.0

How did O=C(CCCS(=O)(=O)c1ccc(F)cc1)Nc1cccc(Cl)c1Cl do in these assays?
SSB-PriA inh: -9.0

Results for CCOC(=O)c1ccc(Oc2coc3cc(OCc4ccccc4F)ccc3c2=O)cc1 ?
SSB-PriA inh: -1.0

What do the screens show for `Cc1ccc(S(=O)(=O)NN=C/C=C/c2ccccc2)cc1`?
SSB-PriA inh: -6.8

What do the screens show for `CC(=NNC(=O)Cn1cc([N+](=O)[O-])cn1)c1ccco1`?
SSB-PriA inh: -16.2

How did CCOc1ccc(C(=O)NC[C@@H](c2ccco2)N2CCN(c3ccccc3)CC2)cc1 do in these assays?
SSB-PriA inh: -3.0

How did CCn1nccc1C(=O)Nc1ccc(N=Nc2ccccc2)cc1 do in these assays?
SSB-PriA inh: 46.0*

Results for COc1ccc(NC(=O)c2nnn(-c3cc(C)ccc3C)c2C)c(OC)c1 ?
SSB-PriA inh: 5.0

How did CCOc1ccc(C=NNC(=O)c2c(C)n(C)c3ccc(OC)cc23)cc1 do in these assays?
SSB-PriA inh: -5.4

What do the screens show for `COc1ccc(Cl)cc1-n1c(N)c(C(=O)N2CCOCC2)sc1=S`?
SSB-PriA inh: 3.0

How did Cc1ccc(C)c(-c2cc3c(SCc4ccccc4F)nccn3n2)c1 do in these assays?
SSB-PriA inh: -24.0

How did Cc1cc(C(=O)Nc2ccc3c(c2)OCCO3)on1 do in these assays?
SSB-PriA inh: -9.0&3.0

What do the screens show for `CCc1nnc(NC(=O)CCN2C(=O)/C(=C\c3ccco3)SC2=S)s1`?
SSB-PriA inh: -7.0

How did Cc1nccn1CC1CCN(S(=O)(=O)c2ccc3c(c2)CCCC3)CC1 do in these assays?
SSB-PriA inh: -1.0

What do the screens show for `COc1ccc(C(=O)Nc2nnc(-c3ccc(C)cc3C)o2)cc1`?
SSB-PriA inh: -8.0

How did CS(=O)(=O)N1CCC(CNC(=O)c2cncc(Br)c2)CC1 do in these assays?
SSB-PriA inh: -14.0

How did CSc1ncccc1C(=O)N1CCS[C@H]1c1ccsc1 do in these assays?
SSB-PriA inh: -9.0

How did COC(=O)c1ccc(NC(=O)CCCn2nc(-c3ccc(Cl)cc3)ccc2=O)cc1 do in these assays?
SSB-PriA inh: -13.0

How did CC(O)(CNC(=O)c1cc(=O)c2ccccc2o1)c1cc2ccccc2s1 (stereo not drawn) do in these assays?
SSB-PriA inh: -1.0

What do the screens show for `Cc1ccc(/C=C2\SC(=NS(=O)(=O)c3cccs3)NC2=O)cc1`?
SSB-PriA inh: 1.2

How did COc1cccc(NC(=O)NCc2sc(-c3cccs3)nc2C)c1OC do in these assays?
SSB-PriA inh: 2.0

Results for O=C(CNc1ccc2c(c1)OCO2)NN=Cc1cn(Cc2ccccc2)c2ccccc12 ?
SSB-PriA inh: 5.2

How did Cc1cc(C)n(CCN(C(=O)C2CC2)c2nc3c(C)cc(Cl)cc3s2)n1 do in these assays?
SSB-PriA inh: 3.0

How did C=CCn1c(SCc2csc(C)n2)nc2scc(-c3ccc(Cl)cc3)c2c1=O do in these assays?
SSB-PriA inh: -3.0

How did Cn1nc(CN(C(=O)c2ccccc2Br)C2CCCC2)cc1C1CC1 do in these assays?
SSB-PriA inh: -7.0

What do the screens show for `CN=c1scc(-c2ccccc2F)n1N=Cc1ccc[nH]1`?
SSB-PriA inh: 11.2

What do the screens show for `CN(C)CCCN(C(=O)CCOc1ccccc1)c1nc2cc3c(cc2s1)OCO3`?
SSB-PriA inh: 7.0

Results for COc1cc(NC(=O)c2scc(-c3ccc(F)cc3)c2-n2cccc2)cc(OC)c1OC ?
SSB-PriA inh: -3.0

What do the screens show for `COc1ccc(CC(=O)Nc2ccc3c(c2)CN(C(C)=O)CC3)cc1`?
SSB-PriA inh: -14.0

What do the screens show for `O=C(NCCC1=CCCCC1)C(=O)Nc1ccc2c(c1)OCO2`?
SSB-PriA inh: -3.0

What do the screens show for `Cc1cc(C)n(CCNC(=O)COc2ccccc2F)n1`?
SSB-PriA inh: -9.0

What do the screens show for `CC(=O)Nc1ccc(SCC(=O)Nc2ccc(C(F)(F)F)cc2)nn1`?
SSB-PriA inh: -19.0

Results for Cc1ccc(CCC(=O)NNC(=O)CCc2ccc(C)o2)o1 ?
SSB-PriA inh: 24.0

How did Cc1nc(N2CCOCC2)nc(C)c1NC(=O)c1c(F)cccc1F do in these assays?
SSB-PriA inh: -1.0

What do the screens show for `COc1ccccc1OCCOc1ccc(C=Nn2cnnc2)cc1`?
SSB-PriA inh: 6.3

What do the screens show for `NC(=NOC(=O)c1ccco1)c1ccccn1`?
SSB-PriA inh: -4.8

How did CN(C)c1cccc(C(=O)N2CCC(S(=O)(=O)c3ccc(F)cc3)CC2)c1 do in these assays?
SSB-PriA inh: -1.0

How did Cc1noc(C2CN(C(=O)COc3ccccc3C)C2)n1 do in these assays?
SSB-PriA inh: -6.0

What do the screens show for `O=C(COc1ccc(Cl)cc1)NCCn1nc(-c2cccs2)ccc1=O`?
SSB-PriA inh: -8.0

What do the screens show for `COc1cccc2cc(C(=O)N3CCN(c4cc(-n5cncn5)ncn4)CC3)oc12`?
SSB-PriA inh: -6.0

What do the screens show for `O=C(c1ccco1)N1CCN(C(=O)c2cn(Cc3ccc(F)cc3)nc2OCc2ccc(F)cc2)CC1`?
SSB-PriA inh: 8.0

How did COc1ccc(NC(=O)Nc2ncccc2C)c(OC)c1 do in these assays?
SSB-PriA inh: 1.1

How did CC(=O)N1CCc2ccc(NS(=O)(=O)c3cc(Cl)ccc3C)cc21 do in these assays?
SSB-PriA inh: 5.0

Results for C=CCN(CC=C)S(=O)(=O)c1ccc(C(=O)Nc2nc(-c3ccc4ccccc4c3)cs2)cc1 ?
SSB-PriA inh: -3.0

What do the screens show for `Cc1cc(C(=O)NN=Cc2ccccn2)c2ccccc2n1`?
SSB-PriA inh: -25.9

How did O=C(Nc1ccc(F)cc1)N1CCCC(c2nnc(-c3ccc4c(c3)OCO4)o2)C1 (stereo not drawn) do in these assays?
SSB-PriA inh: 2.0

How did COc1cccc(N2C[C@@H](NC(=O)c3cccc(C(F)(F)F)c3)CC2=O)c1 do in these assays?
SSB-PriA inh: -5.0

Results for O=C(NN=Cc1ccccc1C(=O)O)c1ccccc1Br ?
SSB-PriA inh: 0.3

How did Cc1nc(NCCNC(=O)c2ccc(S(=O)(=O)N(C)C)cc2)cc(N2CCOCC2)n1 do in these assays?
SSB-PriA inh: -3.0

Bioassay records from PubChem BioAssay.
